# Compound activity deposited in PubChem BioAssay by several laboratories.
# Calb biofilm kill: kills Candida albicans biofilms. C. albicans biofilm + clotrimazole, Alamar Blue. inhibition, % at 6 µM. hit rate 0.14% among 85,000;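 active means inhibition above 20%; inactive means inhibition below 20%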;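 further: preformed 24 hr biofilms exposed to compound for 48 hr; 0% = biofilm without compound and 100% = blank killed by clotrimazole plus chlorhexidine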
# Mac1 fbg inh: CD11b/CD18-fibrinogen binding inhibition. K562 CD11b/CD18 adhesion to fibrinogen, ATPlite luminescence; Mn2+ added to activate the integrin. hit rate 0.54% among 93,000. P05107+P11215. inhibition, % at 10 µM. AID 1497;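 active means primary inhibition of 50% or more at 10 µM, then 40% or more on retest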; further: some results filed as inactive read as strong as hits
# sEH inhibitor: blocks human soluble epoxide hydrolase activity; AID 707; inhibition, % at 2 µM; hit rate 0.34% among 91,000; recombinant human sEH enzymatic activity assay; P34913; in the data active means inhibition above about 80%; further: values of inactives mirror those of a sister screen read the other way; many of its hits are not listed in these tables
# Target sequence (P34913 whole entry, looked up): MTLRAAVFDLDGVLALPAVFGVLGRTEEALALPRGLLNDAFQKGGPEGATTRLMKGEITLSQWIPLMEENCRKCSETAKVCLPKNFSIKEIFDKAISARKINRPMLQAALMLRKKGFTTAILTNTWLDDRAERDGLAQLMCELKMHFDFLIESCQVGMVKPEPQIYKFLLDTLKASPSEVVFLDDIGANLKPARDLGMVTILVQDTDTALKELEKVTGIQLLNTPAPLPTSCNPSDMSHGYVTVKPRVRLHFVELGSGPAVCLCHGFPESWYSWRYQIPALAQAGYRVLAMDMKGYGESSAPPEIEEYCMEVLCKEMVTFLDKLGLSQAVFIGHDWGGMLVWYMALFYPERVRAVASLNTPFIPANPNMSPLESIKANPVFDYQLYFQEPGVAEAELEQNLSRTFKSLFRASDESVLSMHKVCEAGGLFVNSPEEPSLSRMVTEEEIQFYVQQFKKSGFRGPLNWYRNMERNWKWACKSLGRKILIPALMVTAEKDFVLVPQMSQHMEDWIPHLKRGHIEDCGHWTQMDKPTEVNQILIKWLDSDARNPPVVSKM
# CD11b adhes enh: increases human CD11b/CD18 adhesion to fibrinogen | P05107+P11215 | K562 CD11b/CD18 adhesion to fibrinogen, ATPlite luminescence | activation, % at 10 µM | hit rate 0.07% among 93,000 | AID 1499;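 active means 10 µM primary screen giving 50% or more activity, confirmed by 40% or more on retest at that dose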; further: strong numbers were not always called active; reference of the scale not given here
# ERb SRC1 inh: ER-beta (human) coactivator binding inhibition; TR-FRET ER-beta LBD / SRC1-Cy5 peptide binding; receptor agonist-loaded with 1 µM estradiol; AID 633; hit rate 1.3% among 86,000; inhibition, % at 25.6 µM;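 active means compounds whose percent inhibition of the receptor-coactivator binding signal exceeds about 50% in the single-dose screen, limit read from the data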;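 further: 0% = receptor plus peptide wells without compound and 100% = peptide-only wells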
# sEH act: soluble epoxide hydrolase (human) activation; purified human sEH enzymatic activity, activator screen; hit rate 0.04% among 91,000; activation, % at 2 µM; P34913; in the data active means activation above about 37%; further: values of inactives mirror those of a sister screen read the other way
# Smad3 FoxH1 inh: Smad3 (human) transcription factor binding inhibition; TR-FRET Smad3/Dy647-FoxH1 peptide binding, europium anti-His; inhibition, % at 25 µM; hit rate 0.29% among 88,000; AID 630;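 active means compounds that reduce the energy-transfer binding signal between the protein and its labelled peptide by more than half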;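 further: 0% = Smad3 plus labelled peptide maximal FRET and 100% = peptide-only background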
# Target sequence (P84022 whole entry, looked up): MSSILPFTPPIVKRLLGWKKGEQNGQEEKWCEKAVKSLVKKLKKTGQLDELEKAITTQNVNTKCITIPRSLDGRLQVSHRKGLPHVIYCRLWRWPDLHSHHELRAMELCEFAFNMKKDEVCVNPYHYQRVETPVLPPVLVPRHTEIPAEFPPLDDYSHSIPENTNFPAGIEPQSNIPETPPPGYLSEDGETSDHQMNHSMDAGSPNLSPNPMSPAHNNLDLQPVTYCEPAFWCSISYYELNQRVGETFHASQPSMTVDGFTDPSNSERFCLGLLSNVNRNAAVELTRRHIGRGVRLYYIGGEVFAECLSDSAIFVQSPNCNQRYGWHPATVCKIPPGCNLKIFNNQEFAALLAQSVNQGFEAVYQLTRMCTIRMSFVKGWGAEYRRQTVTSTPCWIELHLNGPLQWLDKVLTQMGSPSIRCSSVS
# MT1-MMP txn act: activates MT1-MMP transcription; activation factor at 10 µM; AID 750; hit rate 0.16% among 86,000; HT1080 MT1-MMP promoter luciferase reporter, luminescence, overnight; stronger effect = higher value;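 active means activation factor of at least 2 for MT1-MMP transcription at 10 µM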
# ERa SRC1 pot: enhances coactivator binding to human estrogen receptor alpha; P03372; TR-FRET ERalpha-LBD/SRC-Cy5 coactivator binding, 2 h; 100 = basal binding, no effect; coactivator binding (% of control), % at 25.6 µM; hit rate 1.3% among 86,000; in the data active means activity above about 200%;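 further: binding measured in presence of low estradiol as agonist stimulus; 0% = peptide alone without receptor and 100% = receptor with peptide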
# * = called active by the depositor; nt = not tested or not shown; [ ] = remark or other dose. This is a subset; rates above refer to the full screens.
SMILES,Calb biofilm kill,Mac1 fbg inh,sEH inhibitor,CD11b adhes enh,ERb SRC1 inh,sEH act,Smad3 FoxH1 inh,MT1-MMP txn act,ERa SRC1 pot
COc1ccc(S(=O)(=O)N(C)CC(=O)Nc2ccccc2OC)cc1C,4,-6,0,1,1,4,3,1,111
CC(=O)Nc1ccc(OCC(O)CN2CCN(c3ccccc3Cl)CC2)cc1 (stereo unspecified),9,nt,-5,nt,-26,6,4,1.1,100
CCOC(=O)N1CCC(NC(=O)CSCc2cnn(-c3ccccc3)c2-n2cccc2)CC1,nt,6,66,1,nt,-67,nt,1,nt
CCc1cc2c(=O)n(N)c(CCC(=O)O)nc2s1,11,10,-5,-3,6[fluorescence artefact?],3,3,1.2,99
C=CCNc1ccc(F)c(F)c1N1CCCCCC1=O,5,4,19,1,-2,-20,13[fluorescence artefact?],1,116
COCCn1c(-c2ccccc2)nc2oc3ccccc3c(=O)c2c1=O,-2,-10,nt,0,-4[fluorescence artefact?],nt,14,1,114[fluorescence artefact?]
O=C(NCCc1ccccc1)c1noc2c1CCCCC2,-5,-22,9,6,22[fluorescence artefact?],-9,-11,1.3,117[fluorescence artefact?]
CCCN1C(=O)SC(CC(=O)Nc2ccccc2C)C1=O (stereo unspecified),6,nt,-23,nt,-25[fluorescence artefact?],27,5,1.2,111
CCOC(=O)c1cc(-c2ccccc2)sc1NC(=O)C(C)N1C(=O)NC(C)(c2ccc(Cl)cc2)C1=O (stereo unspecified),nt,9,-22,9,nt,26,nt,nt,nt
COC(=O)c1cc(OC)c(OC)cc1NC(=O)c1c(-c2ccccc2)noc1C,4,11,10,10,-8,-12,3,1,148
N#Cc1ccccc1N=C1CCCN1Cc1ccccc1,6,-5,nt,-3,-11,nt,-11,0.9,115[fluorescence artefact?]
O=C(CSc1nnc2c(n1)[nH]c1ccccc12)OCc1ccccc1,6,nt,-7,nt,20,13,2,1.1,191
Cc1ccc(NC(=O)NCC(c2cccnc2)N2CCOCC2)cc1 (stereo unspecified),9,nt,4,nt,-2[fluorescence artefact?],-2,8,1.3,105[fluorescence artefact?]
COC(=O)c1cc(NC(=O)CSc2nnc(CN3CCOCC3)n2C)ccc1Cl,4,14,-12,-1,-6,10,6,1.2,130
CC[n+]1c(S(=O)(=O)[O-])ccc2ccc(C)cc21,nt,-3,3,-2,nt,-3,nt,nt,nt
CCC(=O)N1CCN(c2nc3ccccc3s2)CC1,6,9,3,-2,-1,-4,8,1.5,107
COCCN1C(=O)c2ccccc2C(C(=O)NCc2ccco2)C1c1c[nH]c2ccccc12 (stereo unspecified),nt,-12,4,-1,nt,-3,nt,1.1,nt
O=C(O)c1ccc2cc[nH]c2c1,6,3,nt,3,-5,nt,9[fluorescence artefact?],1,115
CCCNS(=O)(=O)c1ccc(C(=O)NCC2CCCO2)cc1 (stereo unspecified),-2,-14,-8,6,-5,7,8,1.1,125
COCCn1nnnc1C(c1cc2ccc(C)cc2[nH]c1=O)N(Cc1ccco1)Cc1cccs1 (stereo unspecified),1,-7,nt,1,4[fluorescence artefact?],nt,-2[fluorescence artefact?],1.1,89
O=C(Nc1nnc(C2CCCO2)s1)c1cccs1 (stereo unspecified),nt,-8,10,-3,4,-8,-13,1.3,88[fluorescence artefact?]
COC(=O)CN(c1ccccc1)S(=O)(=O)c1ccccc1,3,6,nt,-4,-1[fluorescence artefact?],nt,6,1.1,116
CCC(C)c1c(O)nc(SCC(=O)Nc2ccccc2)[nH]c1=O (stereo unspecified),2,-1,-12,-4,2,10,12,1.1,105
CCOC(=O)c1sc2ccccc2c1OC(=O)c1ccccc1,nt,5,4,-3,nt,-1,nt,nt,nt
Cc1ccc(NC(=O)c2ccc(CSc3nccc(C)n3)cc2)cc1,nt,22,12,-3,nt,-12,nt,nt,nt
Cc1ccc(N2C(=O)CC(Sc3ncn[nH]3)C2=O)cc1 (stereo unspecified),4,6,7,3,-2,-8,4,1.2,77
COc1ccc(S(=O)(=O)NCCc2csc(-c3cccnc3)n2)cc1,9,-5,-1,-1,-2,-1,-2,nt,115
N/C(=N\OC(=O)c1ccc(Cl)cc1Cl)c1ccccc1,nt,61,5,-7,nt,-5,nt,nt,nt
Cc1onc(-c2ccccc2Cl)c1C(=O)Nc1ccc(-n2nncc2-c2ccco2)cc1,3,-20,-19,4,15,20,4,0.9,97
CCc1nnc(NC(=O)CSc2nc(C)c3c(c2C#N)CCCC3)s1,5,2,2,-4,45[fluorescence artefact?],0,-6[fluorescence artefact?],1.2,166[fluorescence artefact?]
N#CCCn1ncn(-c2ccccc2)c1=S,5,-4,6,-2,-13,-5,-3,1,113
Cc1cc(OC(=O)N2CCOCC2)cc(C)c1Cl,3,-5,-4,2,5,5,-4,1.1,102
COc1ccc(CNC(=O)c2cccs2)cc1,5,-6,4,-2,-3,-3,0,1,124
c1ccc(-c2ccc(Oc3cc(N4CCOCC4)nc(-c4ccccc4)n3)cc2)cc1,nt,1,8,0,nt,-9,nt,nt,nt
O=C1CCCc2oc3ccc(O)cc3c21,3,nt,8,nt,-1,-5,0,1.2,92
CCC(=O)Nc1ccc2oc(-c3cccc(C)c3)nc2c1,5,2,3,2,-6[fluorescence artefact?],-3,6,0.3,106
CCc1nnc(NC(=O)CC(CN(C)S(=O)(=O)c2ccccc2)c2ccccc2)s1 (stereo unspecified),4,-11,2,4,0[fluorescence artefact?],0,2,nt,100
Cc1noc(N)c1C(=O)Nc1ccc(F)cc1,0,nt,-12,nt,9,12,0,1.2,97
COC(=O)COc1ccc(S(=O)(=O)Nc2ccc(C(N)=O)cc2)cc1,4,2,0,1,-12,2,3,1.2,112
Cc1c(C(c2cc3c(cc2Br)OCO3)c2c(C)n(C)n(-c3ccccc3)c2=O)c(=O)n(-c2ccccc2)n1C,nt,9,-1,1,nt,2,nt,nt,nt
O=C(Nc1cc(Cl)cc(Cl)c1)c1cccc(OC(F)F)c1,nt,96,26,-6,nt,-25,nt,nt,nt
CCC(c1nnnn1C1CCCC1)N1CCN(c2ccccc2F)CC1 (stereo unspecified),-2,-15,4,7,-1,-3,14,1.1,108[fluorescence artefact?]
Cn1c2ccccc2c(=O)n2c(=O)c3ccccc3cc12,9,12,-1,2,-5,1,50,1.1,102
CCOC(=O)c1ccc(NC(=O)Cn2nnc(-c3ccccc3)n2)cc1,2,12,-8,2,7[fluorescence artefact?],6,-1,1.1,104[fluorescence artefact?]
Cc1ccc(C#N)c(SCc2cc3c(cc2Cl)OCO3)n1,7,19,nt,-5,8,nt,-2,1.3,119
CCOC(=O)c1ccc(NC(=O)N2CCN(Cc3cccc(F)c3)CC2)cc1,-1,-19,10,5,-5,-9,2,1.1,86
CSc1cccc(NC(=O)C(C)NS(=O)(=O)c2ccc(F)cc2)c1 (stereo unspecified),4,3,4,-1,2,-3,11,1.3,99
COc1cccc(-n2nnc3c(=O)n(Cc4ccc(C)cc4)cnc32)c1,2,4,10,1,3,-13,-5,1.2,121

# The last 2 compounds of the section above lead into the next:
SMILES,Calb biofilm kill,Mac1 fbg inh,sEH inhibitor,CD11b adhes enh,ERb SRC1 inh,sEH act,Smad3 FoxH1 inh,MT1-MMP txn act,ERa SRC1 pot
CSc1cccc(NC(=O)C(C)NS(=O)(=O)c2ccc(F)cc2)c1 (stereo unspecified),4,3,4,-1,2,-3,11,1.3,99
COc1cccc(-n2nnc3c(=O)n(Cc4ccc(C)cc4)cnc32)c1,2,4,10,1,3,-13,-5,1.2,121
Cc1cc(C)cc(-n2c(C)cc(C(=O)CSc3nnnn3C)c2C)c1,3,-16,-9,4,0,11,7,1.3,77
O=C1CC(C(=O)Nc2ccc(C(=O)O)cc2)C(c2ccccc2)O1 (stereo unspecified),3,2,6,-5,-3,-9,-9,1,93
Cc1cccc(S(=O)(=O)Nc2cccc3c2C(=O)c2ccccc2-3)c1,nt,36,3,-4,nt,-1,nt,nt,nt
COc1ccccc1NC(=O)CN(c1ccc(C23CC4CC(CC(C4)C2)C3)cc1)S(C)(=O)=O,nt,13,11,-2,nt,-8,nt,nt,nt
Cc1cc(NC(=O)CSc2nc3sc4c(c3c(=O)n2C)CCCC4)no1,3,11,-21,34,48[fluorescence artefact?],20,-2,1.1,82[fluorescence artefact?]
Cc1ccc2nc(Cc3ccc(N)cc3)oc2c1,11,-17,-11,-2,-10,9,1,1.6,118
Cc1ccc(NC2=NCC(=O)N2C2CCCC2)c(C)c1,1,nt,-2,nt,-10,7,-5,1.3,91
CCOC(=O)c1c(C)[nH]c(C(=O)COC(=O)C2(C)CC2(Cl)Cl)c1C (stereo unspecified),6,17,1,-2,-3[fluorescence artefact?],-2,1[fluorescence artefact?],1.1,132[fluorescence artefact?]
COCCn1c(SCC(=O)N2CCCc3ccccc32)nc2cccnc21,5,2,3,1,-3[fluorescence artefact?],-3,-2,1.2,115
Fc1cccc(NC(=S)N2CCCCC2)c1,nt,-12,-1,-5,nt,4,nt,nt,nt
COc1ccc(-c2cc(=O)c3ccccc3n2C)cc1,7,nt,1,nt,-6,-4,2,1.1,101
CCCC(=O)Nc1sc(C(=O)OC)c(C)c1C(N)=O,4,-2,5,-3,21[fluorescence artefact?],-6,-3,1.1,80
O=C(CN1C(=O)NC2(CCCC2)C1=O)N1CCN(C(=O)c2ccco2)CC1,9,-3,-1,0,-6,0,3,1,102
CCOC(=O)C1CCN(C(=O)Cn2cc(C(=O)C3CC3)c3ccccc32)CC1,7,-1,-2,-4,9,6,-8,nt,103
CCOC(=O)NC1(NCc2ccccc2)Oc2ccccc2O1,8,0,1,4,8,-3,1,1.1,102
COc1ccc(S(=O)(=O)NC(C(C)C)C(C)C)cc1OC,3,nt,-9,nt,-8,7,-4,1.2,129
CCc1cc2c(NCc3ccco3)ncnc2s1,-3,27,6,3,-3,-5,-1,1.1,109
Cc1ccc(S(=O)(=O)N2CCN(C(=O)c3cc4c(C)nn(-c5ccccc5C)c4s3)CC2)cc1,4,nt,0,nt,10,3,-3,1,102
O=C(CSc1cc(Cl)ccc1Cl)NCC1CCCO1 (stereo unspecified),nt,-62,27,-1,nt,-28,nt,1.1,nt
CCC(=O)N1c2ccc(S(=O)(=O)CCC(=O)NCc3ccc4c(c3)OCO4)cc2CC1C (stereo unspecified),4,nt,nt,nt,-3,nt,8,1.1,109
CC(C)CCN=Cc1c(O)n(-c2ccccc2)c(=O)c2ccccc12,4,-12,13,0,-7,-12,19[fluorescence artefact?],1.1,89
CCc1cccc2c(C#N)cn(CC(=O)NCc3ccco3)c12,8,13,15,-2,-8,-13,6,1,102
Cc1cc(C)nc(SCc2ccccc2C#N)n1,0,-2,4,-2,11,-6,-10,1.2,97
CCS(=O)(=O)NCCc1csc(-c2ccccc2)n1,4,-9,nt,1,-20,nt,0,1.4,93
C1CCc2nnc(-c3nnc4n3CCCCC4)n2CC1,1,nt,8,nt,-4,-6,3,1.1,128[fluorescence artefact?]
O=c1c2ccccc2cnn1-c1ccc2ccccc2c1,nt,6,7,-4,nt,-7,nt,nt,nt
COc1ccccc1-c1c(C)oc2cc(OC(=O)c3ccco3)ccc2c1=O,0,-2,-7,-1,3,8,-1,1,104
COc1cccc(C(=O)NN2C(=O)C3C4C=CC(O4)C3C2=O)c1 (stereo unspecified),nt,-5,-13,-3,nt,13,nt,nt,nt
O=S(=O)(NC1CCCC1)c1ccc(S(=O)(=O)N2CCCN(Cc3ccccc3)C2)cc1,1,4,-5,-4,-5,4,-9,1.1,120[fluorescence artefact?]
O=C(NCCCN1CCc2ccccc2C1)C1CCN(c2nnc(-n3cccc3)s2)CC1,12,5,nt,24,33[fluorescence artefact?],nt,-8,nt,88[fluorescence artefact?]
O=C(O)CCC(=O)N1CCN(c2nc(-c3ccccc3Cl)c3cc(Br)ccc3n2)CC1,1,nt,-16,nt,-6,16,11[fluorescence artefact?],1.1,52
Cc1cc(C)n(C(=O)CNc2ccccc2Cl)n1,-6,nt,1,nt,2,3,-12,1.1,105
